# APEX1 inh: blocks human APE1 abasic DNA cleavage. AID 2517. P27695. Potency, µM (highest dose often 65.8 µM), for the others: top-dose activity change, negative = inhibition, actives largely listed as inhibitors. recombinant APE1, TAMRA/BHQ-2 abasic DNA cleavage fluorescence. actives 0.35% (n = 350,000);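 note: plate controls were vehicle for no effect and reference inhibitor for full effect; nearly all actives have a fitted effect of over 55% in size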
#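 Enzyme (0.75 nM final) and test compound are incubated 15 min at room temperature before adding 50 nM quenched THF abasic-site duplex. Cleavage dequenches TAMRA, followed at 525/598 nm over three reads one minute apart.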
# BLM inh: Bloom syndrome helicase (human) inhibition; Potency, µM (series often up to 56.1 µM), for the others: at the top dose activity change, negative = inhibition, hits mostly inhibitors; P54132; recombinant BLM DNA unwinding, fluorescence dequenching; AID 2528; actives 0.2% (n = 350,000);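 note: plate controls were vehicle for no effect and no enzyme for full effect; nearly all actives have a fitted effect of over 35% in size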
# POLH inh: DNA polymerase eta (human) inhibition; Q9Y253; recombinant Pol eta, fluorescent DNA replication assay; Potency, µM (doses to about 114 µM), without a hit: at the highest dose activity change, negative = inhibition, hits mostly inhibitors; actives 1.2% (n = 390,000); note: % is set by controls: 0 for no effect and ±100 for the full control effect
# Target sequence (Q9Y253 whole entry, looked up): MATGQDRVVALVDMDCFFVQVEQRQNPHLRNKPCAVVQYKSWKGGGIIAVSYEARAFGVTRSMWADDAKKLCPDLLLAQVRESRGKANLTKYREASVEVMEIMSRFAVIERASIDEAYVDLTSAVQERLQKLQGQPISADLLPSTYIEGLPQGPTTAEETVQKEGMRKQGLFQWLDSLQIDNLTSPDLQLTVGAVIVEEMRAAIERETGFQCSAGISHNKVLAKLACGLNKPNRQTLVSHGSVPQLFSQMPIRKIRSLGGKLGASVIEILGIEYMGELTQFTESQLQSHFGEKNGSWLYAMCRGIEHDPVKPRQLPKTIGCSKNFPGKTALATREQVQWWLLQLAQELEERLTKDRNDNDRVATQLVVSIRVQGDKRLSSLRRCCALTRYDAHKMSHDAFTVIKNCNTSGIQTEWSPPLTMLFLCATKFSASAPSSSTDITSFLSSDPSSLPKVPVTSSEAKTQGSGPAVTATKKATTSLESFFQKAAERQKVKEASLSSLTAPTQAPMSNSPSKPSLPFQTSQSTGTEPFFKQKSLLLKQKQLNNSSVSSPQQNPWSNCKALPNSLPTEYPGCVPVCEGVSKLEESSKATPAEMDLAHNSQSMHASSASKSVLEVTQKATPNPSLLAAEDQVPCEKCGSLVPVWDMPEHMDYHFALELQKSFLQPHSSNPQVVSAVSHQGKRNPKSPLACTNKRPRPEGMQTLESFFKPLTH
#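 Fluorescent replication assay: 50 nM final substrate added after a 15 min room-temperature compound preincubation with 10 nM enzyme. Signal taken at 0 min and again at 10 min.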
# Apoferritin bind: binds horse apoferritin like a general anesthetic | P02791 | apoferritin/1-aminoanthracene competitive binding, fluorescence | Potency, µM (highest dose often 77.5 µM), for the others: top-dose activity change, negative = displacement, usual class: inhibitors | actives 0.074% (n = 350,000) | AID 485281; note: % is set by controls: 0 for no effect and ±100 for the full control effect; nearly all actives have a fitted effect of over 20% in size
#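 Read-out: endpoint 1-AMA fluorescence, excitation 380 nm and emission 535 nm, after compounds sit 10 min at room temperature with 10 uM horse-spleen apoferritin in 50% saturated 1-AMA/PBS. Values come from four-parameter Hill fits.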
# POLB inh: inhibitors of human DNA polymerase beta | P06746 | Pol beta primer extension/strand displacement, fluorescence kinetic | Potency, µM (series often up to 114 µM), for inactives: top-dose activity change, negative = inhibition, most hits filed as inhibitors | actives 1.3% (n = 340,000) | AID 485314; note: % is set by controls: 0 for no effect and ±100 for the full control effect
#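 Human Pol beta at 10 nM; strand-displacement substrate 50 nM final. Compound exposure 15 min at room temperature before start, reaction 10 min at room temperature.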
# G9a inh: blocks human histone lysine methyltransferase G9a. G9a H3K9 monomethylation, AlphaScreen, 2 h. Potency, µM (titrated, usually from 102 µM), for inactives: at the top dose activity, negative = inhibition, usual class: inhibitors. actives 8.8% (n = 350,000). AID 504332. Q96KQ7; note: % is set by controls: 0 for no effect and ±100 for the full control effect; nearly all actives have a fitted effect of over 75% in size
# Target sequence (Q96KQ7 913-1193 limits assumed): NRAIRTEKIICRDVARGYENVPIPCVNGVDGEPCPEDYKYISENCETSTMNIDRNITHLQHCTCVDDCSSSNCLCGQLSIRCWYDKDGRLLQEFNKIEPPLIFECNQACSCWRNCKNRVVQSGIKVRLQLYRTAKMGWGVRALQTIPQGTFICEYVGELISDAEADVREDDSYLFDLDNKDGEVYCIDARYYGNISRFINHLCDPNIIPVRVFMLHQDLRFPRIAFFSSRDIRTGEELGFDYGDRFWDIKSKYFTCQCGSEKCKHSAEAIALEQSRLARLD
#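 Readings reflect AlphaScreen signal from monomethyl-H3K9 antibody detection. HMT at 20 nM; substrate b-H3K9 500 nM; cofactor SAM 20 uM; 2 h RT reaction; compounds tested as titrations in qHTS with 15 min preincubation.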
# BAZ2B block: blocks human BAZ2B. Q9UIF8. AlphaScreen BAZ2B-H3K14Ac peptide displacement. Potency, µM (highest dose often 114 µM), for inactives: top-dose activity change, negative = inhibition, actives largely listed as inhibitors. actives 4.4% (n = 360,000). AID 504333; note: % is set by controls: 0 for no effect and ±100 for the full control effect; nearly all actives have a fitted effect of over 60% in size
#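 Protein-peptide AlphaScreen: BAZ2B 50 nM, b-H3K14Ac 50 nM, 1x PBS pH 7.4 + 0.01% Tween-20. Preincubation 30 min RT; cpd 30 min RT (top 110 uM); beads 20 min RT, light-protected.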
# POLI inh: blocks human DNA polymerase iota activity; Q9UNA4; Pol iota fluorescent replication assay, 10 min; Potency, µM (doses to about 115 µM), inactives show at the highest dose activity, negative = inhibition, hits mostly inhibitors; actives 1% (n = 390,000)
#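 Fluorescent replication assay read twice, at 0 min and 10 min after adding 50 nM (final) substrate. Enzyme (10 nM) and compounds were first incubated 15 min at room temperature; enzyme-free buffer wells were negative controls.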
# Pol kappa inh: blocks human DNA polymerase kappa activity; Q9UBT6; actives 0.53% (n = 400,000); purified Pol kappa, fluorescent DNA synthesis assay, 10 min; Potency, µM (titrated, usually from 107 µM), for the others: at the top dose activity, negative = inhibition, most hits filed as inhibitors; note: % is set by controls: 0 for no effect and ±100 for the full control effect
#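 Fluorescent qHTS in 1536-well format: enzyme (10 nM) and compound sat 15 min at room temperature before 50 nM substrate (final) was added. Signal taken at 0 and 10 min; no-enzyme buffer wells were negative controls.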
# Starred values were filed as active, the others as inactive; ? = inconclusive; . = not tested or not shown; & = joins results of further samples; [ ] = dose if it differs, or a comment. Calls come from the whole dose curve; as a rule, active = well fitted curve in the direction sought with a large enough effect; inconclusive = small, poorly fitted or top-dose-only effect, or another doubt; inactive = no such curve, though single readings can be large; an effect the other way counts as inactive or inconclusive. Potency is the fitted concentration of half-maximal effect. The list is partial, so the mix of outcomes need not match the whole.
1	Cc1nc(=O)c(-c2ccccc2)c(C)n1-c1ccccc1
2	CC1CCN(S(=O)(=O)CCNC(=O)c2ccc3c(c2)OCO3)CC1
3	C=CCC(CC=C)(C(=O)O)c1ccccc1
4	O=C(CSCc1ccc(Cl)cc1)Nc1ccc(-c2nnc(-c3ccccc3)o2)cc1
5	Cc1ccc(CNC(=O)CCc2nnc(Cc3ccc(-c4ccccc4)cc3)o2)o1
6	COc1ccc(-c2nc(SCC(=O)Nc3nccs3)c(-c3ccc(Cl)cc3)[nH]2)cc1
assay / entry,1,2,3,4,5,6
POLB inh,-30%,.,30%,1%[57.1 µM],11%,-5%
G9a inh,17%,-3%[0.501 µM],-8%[12.7 µM],15%,-7%,-28%
Apoferritin bind,-1%,.,8%,-5%,-14%,-4%
BAZ2B block,-13%,-2%,-3%,-1%,-27%,-1%
POLH inh,-6%,-10%,-18%,-1%,-1%,10%
APEX1 inh,6%,26%,-2%,1%,-1%,2%
Pol kappa inh,12%,-16%,-9%,-8%,-6%,-5%
POLI inh,10%,40%[activator],?,-16%,?,?
BLM inh,1%,.,-1%,-6%,-3%,4%

7	CCOC(=O)C1=C(N)Oc2ccc3ccccc3c2C1c1ccc(O)c(OC)c1 (stereo unspecified)
8	Cc1ccc(-n2c(SCC(=O)OC(C)C)nnc2-c2ccco2)cc1
9	CCOC(=O)C1CCN(C(=O)COc2ccc(S(=O)(=O)NC(C)C)cc2)CC1
10	COc1c(Br)cc(Br)cc1/C=N/NC(=O)c1ccncc1
11	COC(=O)c1c(-c2ccccc2)csc1NC(=O)c1c(-c2ccccc2)noc1C
12	COc1ccc(N2C(=O)C3CCCN3C2c2ccccc2Cl)cc1 (stereo unspecified)
assay / entry,7,8,9,10,11,12
POLB inh,-13%,17%,3%,15%,21%,26%
G9a inh,?,-16%[12.7 µM],15%[59 µM],-4%,?,-42%
Apoferritin bind,-7%,-14%,-7%,-19%,1%,-16%
BAZ2B block,?,1%,-7%,3%,3%,-7%
POLH inh,-10%,3%,-10%,-20%,?,-28%
APEX1 inh,34%,-5%,0%,9%,-5%,-2%
Pol kappa inh,-19%,-10%,-4%,3%,0%,-5%
POLI inh,73%[activator],11%,36%[activator],98%[activator],28%,2%
BLM inh,-11%,-18%,-2%,-3%,-5%,-5%

13	Cn1c(=O)cc(N2CCOCC2)[nH]c1=O
14	COc1cc(-c2ccc(NC(=O)c3ccc(C)cc3)c(OC)c2)ccc1NC(=O)c1ccc(C)cc1
15	O=C(COC(=O)c1ccc(F)cc1F)NC(=O)Nc1ccc2c(c1)OCCO2
16	CCc1ccc(C2N=C(N)Nc3nc4ccccc4n32)cc1 (stereo unspecified)
17	CCSc1ccc2nnc(-c3ccc(F)cc3)n2n1
18	Cc1ccc([N+](=O)[O-])cc1S(=O)(=O)N(C)C
assay / entry,13,14,15,16,17,18
POLB inh,-4%,62%,.,-22%,-2%,-2%&16%[57.1 µM]
G9a inh,.,?,-7%[12.7 µM],-26%[59 µM],18µM*,32%&19%[activator][12.7 µM]
Apoferritin bind,-4%,-10%,.,?,6%,-8%&0%
BAZ2B block,18%,-6%,15%,?,0%,.
POLH inh,-2%,-5%,-9%,0%,-1%,-5%&-4%[57.1 µM]
APEX1 inh,-2%,-5%,-11%,.,4%,?
Pol kappa inh,-6%,-7%,-7%,5%,11%,4%&8%[60.1 µM]
POLI inh,-27%,-7%,-5%,?,30%,-7%&6%[58.9 µM]
BLM inh,0%,-1%,.,-1%,-8%,-4%&-3%

# Overlap with the part before: three compounds, followed by the next part.
16	CCc1ccc(C2N=C(N)Nc3nc4ccccc4n32)cc1 (stereo unspecified)
17	CCSc1ccc2nnc(-c3ccc(F)cc3)n2n1
18	Cc1ccc([N+](=O)[O-])cc1S(=O)(=O)N(C)C
19	CCOC(=O)COc1cccc2c(=O)n(CC(=O)N3CCCCC3)ccc12
20	O=C(CCNS(=O)(=O)c1ccc2c(c1)CCCC(=O)N2)NCc1ccc(Cl)cc1
21	CC(C)(C)OC(=O)C[C@@H]1C/C=C\C[C@@H](CC(=O)NCCO)C(=O)N[C@H](Cc2c[nH]c3ccccc23)COC1=O
22	COc1cc(OC)cc(C(=O)N[C@H](C(=O)Nc2nc3c(s2)CCCC3)C(C)C)c1
23	Cc1c(C(=O)Nc2ccc(F)cc2F)sc2nc3n(c(=O)c12)N=C(c1ccccc1)CS3
24	COc1ccc(OCC(=O)OCC(=O)N2C(C)CCCC2C)cc1 (stereo unspecified)
assay / entry,16,17,18,19,20,21,22,23,24
POLB inh,-22%,-2%,-2%&16%[57.1 µM],?,3%,.,-6%,2%,.
G9a inh,-26%[59 µM],18µM*,32%&19%[activator][12.7 µM],15%,-4%[59 µM],.,-20%[59 µM],2%[59 µM],20%[59 µM]
Apoferritin bind,?,6%,-8%&0%,-7%,-6%,.,-3%,-10%,.
BAZ2B block,?,0%,.,-3%,8%[57.1 µM],.,-8%,2%,-4%
POLH inh,0%,-1%,-5%&-4%[57.1 µM],-10%,-10%,-10%,-8%,-14%,-12%
APEX1 inh,.,4%,?,?,.,15µM*,-9%,.,-6%
Pol kappa inh,5%,11%,4%&8%[60.1 µM],7%,-4%,-13%,-19%,-7%[60.1 µM],0%
POLI inh,?,30%,-7%&6%[58.9 µM],-23%,-15%,3%,?,20%,-15%
BLM inh,-1%,-8%,-4%&-3%,0%,-1%,.,-5%,-1%,.

# Single records, as listed above. Values in the order: POLB inh | G9a inh | Apoferritin bind | BAZ2B block | POLH inh | APEX1 inh | Pol kappa inh | POLI inh | BLM inh
# Cc1c(C(=O)Nc2ccc(F)cc2F)sc2nc3n(c(=O)c12)N=C(c1ccccc1)CS3 in the list: 2% | 2%[59 µM] | -10% | 2% | -14% | . | -7%[60.1 µM] | 20% | -1%
# COc1cc(OC)cc(C(=O)N[C@H](C(=O)Nc2nc3c(s2)CCCC3)C(C)C)c1 in the list: -6% | -20%[59 µM] | -3% | -8% | -8% | -9% | -19% | ? | -5%
# CCOC(=O)COc1cccc2c(=O)n(CC(=O)N3CCCCC3)ccc12 in the list: ? | 15% | -7% | -3% | -10% | ? | 7% | -23% | 0%
# CC(C)(C)OC(=O)C[C@@H]1C/C=C\C[C@@H](CC(=O)NCCO)C(=O)N[C@H](Cc2c[nH]c3ccccc23)COC1=O in the list: . | . | . | . | -10% | 15µM* | -13% | 3% | .

# Further compounds follow:
25	Cc1ccc(C2CC(c3cccs3)=NN2C(=O)c2ccco2)o1 (stereo unspecified)
26	Nc1c(NCc2ccccc2)c2ccccc2oc1=O
27	Cc1cccc(NS(=O)(=O)c2ccc(C)c(C(=O)NCc3cccnc3)c2)c1
28	O=C(Nc1ccc(F)c(Cl)c1)c1nsc(Cl)c1Cl
29	CC(=O)c1cccc(NC(=O)CN2C(=O)CC(c3ccc(C)cc3C)=Nc3ccccc32)c1
30	O=C(COc1ccc(F)cc1)Nc1nnc(C2CCCCC2)s1
assay / entry,25,26,27,28,29,30
POLB inh,-21%,2%,.,-19%,4%,8%
G9a inh,35µM*,7%[59 µM],.,18%,?,24%
Apoferritin bind,?,-5%,.,-23%,49%[activator],-10%
BAZ2B block,?,?,.,-8%,-28%,-4%
POLH inh,-17%,-11%,-17%,-3%,-6%,-2%
APEX1 inh,-9%,-7%,25%,0%,.,-4%
Pol kappa inh,-7%,-9%,-5%,-10%,-21%[60.1 µM],2%
POLI inh,49%[activator],29%,11%,20%,?,120%[activator]
BLM inh,-16%,-2%,.,-5%,-4%,-6%

31	O=C1CCCC/C=C\C[C@H](CC(=O)N(CCO)Cc2ccccc2)C(=O)NC[C@H](c2ccccc2)O1
32	COc1ccc(Oc2ncc3nc(-c4ccc(F)cc4)c(=O)n(C4CC4)c3n2)cc1
33	Cc1cccc(OCCCC(=O)NNC(=O)CCN2CCN(c3ccccc3)CC2)c1
34	Cc1ccc(S(=O)(=O)N(CC(=O)NCc2ccncc2)C2CCCCC2)cc1
35	O=C(NCCc1cccs1)C(c1ccccc1)c1ccccc1
36	CCOC(=O)C1CCN(Cc2cccc(Oc3ccc(Cl)cc3)c2)CC1
assay / entry,31,32,33,34,35,36
POLB inh,.,.,.,6%,19%,-28%
G9a inh,.,-8%[0.501 µM],?,-14%[59 µM],-7%,?
Apoferritin bind,.,.,.,-15%,-8%,-5%
BAZ2B block,.,.,5%,6%,-5%,?
POLH inh,-18%,.,-13%,-15%,-25%,-7%
APEX1 inh,-7%,-2%,-5%,2%,47%[activator],8%
Pol kappa inh,-11%,-15%[60.1 µM],-3%,-10%,-10%,3%
POLI inh,13%,.,30%,3%,22%,-18%
BLM inh,.,-14%,.,0%,-2%,-7%

37	O=C(CCNS(=O)(=O)c1ccc(Br)s1)Nc1ccc(Br)cc1
38	Cc1ccnc(SCC(N)=O)n1
39	Cc1ccc(CNC(=O)CCSCc2ccccc2F)cc1
40	O=C(NCc1ccncc1)C(=O)N/N=C/c1ccccc1OCc1ccccc1
41	O=C(Nc1ccccc1Cl)C1CCN(Cc2cnn(-c3ccccc3)c2-n2cccc2)CC1
42	CCOC(=O)N1CCC(NC(=O)CC2C(=O)NCCN2Cc2cccc(F)c2F)CC1 (stereo unspecified)
43	O=C(NC1CC(=O)N(c2ccccc2)C1)C(c1ccccc1)c1ccccc1 (stereo unspecified)
44	COc1ccccc1CN1CC(C(=O)NCc2cc(C)on2)CCC1=O (stereo unspecified)
assay / entry,37,38,39,40,41,42,43,44
POLB inh,-2%,-1%,1%&-28%,11%,-25%,0%,?,-28%
G9a inh,12%[59 µM],0%,6%,0%,-25%,-1%,0%[59 µM],39%
Apoferritin bind,-8%,-2%,?,-9%,?,-3%,-10%,0%
BAZ2B block,2%,-21%,1%&6%,8%,-31%,2%,3%,-5%
POLH inh,-13%,-10%,-11%&-4%,-15%,-14%,-13%,10%,-22%
APEX1 inh,.,-2%,30%,1%,-4%,8%,.,-3%
Pol kappa inh,-12%,-5%,0%,-8%,0%,-3%,-9%[60.1 µM],1%
POLI inh,-2%,-12%,29%&2%,44%[activator],-13%,15%,9%,14%
BLM inh,-9%,6%,-6%&-1%,-7%,-2%,-2%,0%,3%

# Compound activity: PubChem BioAssay, National Center for Advancing Translational Sciences (NCATS)
